Screens from PubChem BioAssay.
MEKK3 PB1 HTS: raises or lowers MEK5 binding to the human MEKK3 PB1 domain. bead-based flow cytometry, Alexa488-MEK5 binding to MEKK3; actives lie on both sides; 0 = blocked by unlabeled MEK5, 100 = vehicle. binding response (% of control), % at 10 µM. 290,000 tested, 1.4% active;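 active = binding response more than 3 SD above or below the average of its plate-row segment, actives on both sides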;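 also: Alexa488 bead fluorescence after subtracting the streptavidin-only scavenger bead signal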
Target sequence (Q99759 whole entry, looked up, the tested form may be a part): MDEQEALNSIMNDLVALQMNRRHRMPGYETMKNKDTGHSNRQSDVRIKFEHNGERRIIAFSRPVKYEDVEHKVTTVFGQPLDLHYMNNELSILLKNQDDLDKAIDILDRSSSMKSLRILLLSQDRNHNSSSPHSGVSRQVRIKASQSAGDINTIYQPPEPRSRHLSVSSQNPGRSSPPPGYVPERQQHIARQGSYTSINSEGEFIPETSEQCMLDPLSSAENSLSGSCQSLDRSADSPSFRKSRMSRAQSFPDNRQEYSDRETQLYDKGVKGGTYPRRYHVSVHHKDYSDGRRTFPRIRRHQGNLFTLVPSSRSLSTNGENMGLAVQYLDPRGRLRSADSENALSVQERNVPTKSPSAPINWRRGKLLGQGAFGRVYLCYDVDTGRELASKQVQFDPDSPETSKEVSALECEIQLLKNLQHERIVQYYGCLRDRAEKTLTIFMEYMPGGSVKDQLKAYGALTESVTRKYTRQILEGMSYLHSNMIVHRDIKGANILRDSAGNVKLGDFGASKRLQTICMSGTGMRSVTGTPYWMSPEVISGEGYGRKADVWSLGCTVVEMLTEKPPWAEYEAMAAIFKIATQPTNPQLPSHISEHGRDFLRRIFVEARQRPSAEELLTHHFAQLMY
MEKK2mut PB1 HTS: signal of MEK5 binding to mutant human MEKK2 PB1 domain. bead flow cytometry, Alexa488-MEK5 binding to MEKK2 mutant. 290,000 tested, 0.35% active. percent response, % at 10 µM. AID 1530; in the data active = percent response above about 24%, passing the limit was not always enough; also: inactives centre near 1; some results filed as inactive read as strong as hits; reference of the scale not given here
NALP1 inh: blocks the NALP1 inflammasome reconstituted in yeast. inhibition, % at 10 µM. 280,000 tested, 0.61% active. S. cerevisiae NALP1/ASC/caspase-1 growth, X-gal OD620, 72 h. AID 2071; in the data active = inhibition mostly above about 24%, no sharp cut-off; inactive = mostly below about 32%; also: some compounds called inactive have numbers as strong as hits
MEKK2wt PB1 HTS: raises or lowers MEK5 binding to wildtype human MEKK2 PB1 domain; bead flow cytometry, Alexa488-MEK5 binding to MEKK2 WT; actives lie on both sides; Q9Y2U5; 290,000 tested, 1.1% active; binding response (% of control), % at 10 µM; in the data active = binding response below about 67% or above about 130%
GPR7 antag: antagonists of human GPR7 (neuropeptides B/W receptor 1); inhibition, % at 4.4 µM; AID 1861; 290,000 tested, 1.1% active; GPR7-expressing cells, fluorescence antagonist assay; P48145; in the data active = inhibition above about 16%, passing the limit was not always enough;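 also: cells stimulated with the agonist NPW; 0% = agonist with vehicle and 100% = vehicle without agonist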
DNA FID counter: displaces DNA intercalator in HCV helicase counter-screen. inhibition, % at 7.9 µM. DNA fluorescent intercalator displacement, fluorescence. 290,000 tested, 0.17% active; in the data active = inhibition above about 37%;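 also: 0% = vehicle and 100% = reference compound; higher means more ethidium bromide displaced from hairpin DNA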
M18AAP inhibitor: blocks P. falciparum M18 aspartyl aminopeptidase | recombinant PfM18AAP, H-Glu-NHMec fluorogenic cleavage | inhibition, % at 7.35 µM | 290,000 tested, 1.2% active | AID 1822;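 active = inhibition above the campaign mean inhibition over all tested compounds plus 3 SD, cut at about 28% in these data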;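 also: 0% = plate median of test compound wells and 100% = 2 mM ZnCl2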
PHOSPHO1 block: PHOSPHO1 (human) inhibition; recombinant PHOSPHO1, absorbance phosphatase assay; inhibition, % at 13.3 µM; 290,000 tested, 1.1% active; AID 1565; in the data active = inhibition above about 60%
OXTR ag: agonists of human oxytocin receptor; P30559; CHO-OTR cells, Fluo-8 calcium fluorescence; normalized: DMSO 0%, oxytocin 100%; activation, % at 3 µM; 320,000 tested, 0.32% active; AID 2435;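 active = activation above the mean of all tested compounds plus 3 SD, cutoff set per screening run, cut at about 20% in these data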;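 also: peak over basal fluorescence ratio from a 100 s FLIPR kinetic read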
Target sequence (P30559 whole entry, looked up): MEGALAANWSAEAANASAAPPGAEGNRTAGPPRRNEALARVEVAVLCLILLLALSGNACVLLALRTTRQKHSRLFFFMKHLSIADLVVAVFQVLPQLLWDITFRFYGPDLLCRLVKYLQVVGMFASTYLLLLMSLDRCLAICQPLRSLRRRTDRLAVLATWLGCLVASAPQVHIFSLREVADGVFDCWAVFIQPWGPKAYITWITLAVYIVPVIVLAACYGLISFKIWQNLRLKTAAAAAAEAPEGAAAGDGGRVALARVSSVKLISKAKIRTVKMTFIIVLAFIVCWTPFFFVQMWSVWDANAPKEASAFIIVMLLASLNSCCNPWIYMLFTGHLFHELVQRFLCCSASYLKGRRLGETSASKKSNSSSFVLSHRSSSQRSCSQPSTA
Numbers without * were called inactive. Compounds were not picked by outcome, and some 6.2% of all compounds hit somewhere here.

How did CS(=O)(=O)N1CCN(c2ccc(NC(=O)COc3ccccc3)cc2)CC1 do in these assays?
MEKK3 PB1 HTS: 108; MEKK2mut PB1 HTS: 3; NALP1 inh: 14; MEKK2wt PB1 HTS: 109; GPR7 antag: -7; DNA FID counter: -5; M18AAP inhibitor: 2; PHOSPHO1 block: 23; OXTR ag: 2.4

What do the screens show for `O=C(O)c1cc(NN=C2CCN(Cc3ccccc3)CC2)ccc1Cl`?
MEKK3 PB1 HTS: 97; MEKK2mut PB1 HTS: -6; NALP1 inh: 8; MEKK2wt PB1 HTS: 98; GPR7 antag: 4; DNA FID counter: -6; M18AAP inhibitor: 16; PHOSPHO1 block: -18; OXTR ag: 1.3

How did CCN(CC)CCSc1nnc(Nc2ccccc2)n1-c1ccccc1 do in these assays?
MEKK3 PB1 HTS: 110; MEKK2mut PB1 HTS: -1; NALP1 inh: 14; MEKK2wt PB1 HTS: 109; GPR7 antag: 0; DNA FID counter: 4; M18AAP inhibitor: 7; PHOSPHO1 block: 24; OXTR ag: -0.5

What do the screens show for `CCOC(=O)N1CCN(C(=O)C(C)(C)Oc2ccc(Cl)cc2)CC1`?
MEKK3 PB1 HTS: 92; MEKK2mut PB1 HTS: -7; NALP1 inh: -11; MEKK2wt PB1 HTS: 97; GPR7 antag: -9; DNA FID counter: -32; M18AAP inhibitor: 5; PHOSPHO1 block: -18; OXTR ag: -2.2

What do the screens show for `Cc1ccc(-n2nc(CN3CCOCC3)c(-c3ccccc3)c2N)c(C)c1`?
MEKK3 PB1 HTS: 100; MEKK2mut PB1 HTS: 17; NALP1 inh: -2; MEKK2wt PB1 HTS: 94; GPR7 antag: -9; DNA FID counter: -3; M18AAP inhibitor: 2; PHOSPHO1 block: -9; OXTR ag: -1.2

What do the screens show for `O=C(CN1C(=O)c2ccccc2C1=O)Nc1cccc(S(=O)(=O)Nc2ccccc2Cl)c1`?
MEKK3 PB1 HTS: 92; MEKK2mut PB1 HTS: -2; NALP1 inh: -7; MEKK2wt PB1 HTS: 96; GPR7 antag: 1; DNA FID counter: -7; M18AAP inhibitor: -14; PHOSPHO1 block: -6; OXTR ag: -0.7

Results for O=C(CN1CCCc2ccccc21)NCc1ccccc1Cl ?
MEKK3 PB1 HTS: 99; MEKK2mut PB1 HTS: 1; NALP1 inh: 10; MEKK2wt PB1 HTS: 97; GPR7 antag: -2; DNA FID counter: -13; M18AAP inhibitor: 4; PHOSPHO1 block: -4; OXTR ag: 0.2

How did C/C(=N\NC(=O)CNC(=O)c1ccccc1Br)c1ccco1 do in these assays?
MEKK3 PB1 HTS: 100; MEKK2mut PB1 HTS: -1; NALP1 inh: -8; MEKK2wt PB1 HTS: 97; GPR7 antag: -14; DNA FID counter: -7; M18AAP inhibitor: 3; PHOSPHO1 block: 20; OXTR ag: -0.1

How did C/C(CC(=O)NC1CCCCC1)=N\NC(=O)c1ccc(Br)cc1 do in these assays?
MEKK3 PB1 HTS: 104; MEKK2mut PB1 HTS: 2; NALP1 inh: 8; MEKK2wt PB1 HTS: 102; GPR7 antag: -13; DNA FID counter: -12; M18AAP inhibitor: -14; PHOSPHO1 block: 26; OXTR ag: -0.5

Results for CC(=O)NCC1COc2ccccc2O1 (stereo unspecified) ?
MEKK3 PB1 HTS: 112; MEKK2mut PB1 HTS: 3; MEKK2wt PB1 HTS: 112; GPR7 antag: -13; DNA FID counter: 0; M18AAP inhibitor: -6; PHOSPHO1 block: 10; OXTR ag: 2.8

How did O=C(Nc1ccc(C(F)(F)F)cc1)C1CCCN1S(=O)(=O)c1cccc2cccnc12 (stereo unspecified) do in these assays?
MEKK3 PB1 HTS: 97; MEKK2mut PB1 HTS: -3; NALP1 inh: 4; MEKK2wt PB1 HTS: 96; GPR7 antag: -12; DNA FID counter: -14; M18AAP inhibitor: -3; PHOSPHO1 block: 35; OXTR ag: 4.1

Results for COc1ccc(C(=O)CC2(C(=O)O)CCCCC2)cc1 ?
MEKK3 PB1 HTS: 106; MEKK2mut PB1 HTS: 4; NALP1 inh: 4; MEKK2wt PB1 HTS: 107; GPR7 antag: -20; DNA FID counter: -10; M18AAP inhibitor: 3; PHOSPHO1 block: 29; OXTR ag: 0.4

How did COc1ccc(/C=N/N2CCOCC2)cc1OCc1ccccc1 do in these assays?
MEKK3 PB1 HTS: 76; MEKK2mut PB1 HTS: -11; NALP1 inh: 16; MEKK2wt PB1 HTS: 84; GPR7 antag: -11; DNA FID counter: -5; M18AAP inhibitor: 1; PHOSPHO1 block: 2; OXTR ag: 2.9

What do the screens show for `COCc1cc(C)nc(OCC(=O)N/N=C/c2ccc(C)o2)c1C#N`?
MEKK3 PB1 HTS: 108; MEKK2mut PB1 HTS: -3; NALP1 inh: 2; MEKK2wt PB1 HTS: 102; GPR7 antag: 1; DNA FID counter: -11; M18AAP inhibitor: 4; PHOSPHO1 block: 24; OXTR ag: 0.8

What do the screens show for `COc1ccc(Nc2nc(-c3ccccc3)cs2)cc1`?
MEKK3 PB1 HTS: 106; MEKK2mut PB1 HTS: 4; NALP1 inh: -6; MEKK2wt PB1 HTS: 107; GPR7 antag: -1; DNA FID counter: 3; M18AAP inhibitor: 4; PHOSPHO1 block: 16; OXTR ag: -1.2

What do the screens show for `CC(=O)c1cccc(NC(=O)c2onc(C)c2Cl)c1`?
MEKK3 PB1 HTS: 109; MEKK2mut PB1 HTS: 2; NALP1 inh: 6; MEKK2wt PB1 HTS: 107; GPR7 antag: -3; DNA FID counter: -6; M18AAP inhibitor: 2; PHOSPHO1 block: -16; OXTR ag: 1.4

Results for CC(C)(C)c1ccc(C(=O)NC(=S)NNC(=O)c2cccs2)cc1 ?
MEKK3 PB1 HTS: 101; MEKK2mut PB1 HTS: 0; NALP1 inh: 27; MEKK2wt PB1 HTS: 99; GPR7 antag: -4; DNA FID counter: -1; M18AAP inhibitor: 9; PHOSPHO1 block: 6; OXTR ag: 101*

What do the screens show for `Cc1ccc(S(=O)(=O)NCC(c2ccccc2)N2CCN(CCC#N)CC2)cc1` (stereo unspecified)?
MEKK3 PB1 HTS: 102; MEKK2mut PB1 HTS: 3; NALP1 inh: 28; MEKK2wt PB1 HTS: 104; GPR7 antag: -9; DNA FID counter: -2; M18AAP inhibitor: 2; PHOSPHO1 block: -2; OXTR ag: -1.2

How did O=C1/C(=C/c2ccc(F)cc2)SC(=S)N1NS(=O)(=O)c1ccccc1 do in these assays?
MEKK3 PB1 HTS: 95; MEKK2mut PB1 HTS: -2; NALP1 inh: -18; MEKK2wt PB1 HTS: 97; GPR7 antag: -18; DNA FID counter: -14; M18AAP inhibitor: 1; PHOSPHO1 block: 6; OXTR ag: -0.2

How did CCOc1ccccc1N(C(=O)CNS(=O)(=O)c1ccccc1)C(CC)C(=O)NCc1ccco1 (stereo unspecified) do in these assays?
MEKK3 PB1 HTS: 96; MEKK2mut PB1 HTS: 1; NALP1 inh: 29; MEKK2wt PB1 HTS: 94; GPR7 antag: 9; DNA FID counter: -36; M18AAP inhibitor: -12; PHOSPHO1 block: 17; OXTR ag: -0.3

Fetched by compound from the list above:
What do the screens show for `COc1ccc(Nc2nc(-c3ccccc3)cs2)cc1`?
MEKK3 PB1 HTS: 106; MEKK2mut PB1 HTS: 4; NALP1 inh: -6; MEKK2wt PB1 HTS: 107; GPR7 antag: -1; DNA FID counter: 3; M18AAP inhibitor: 4; PHOSPHO1 block: 16; OXTR ag: -1.2

How did CCOc1ccccc1N(C(=O)CNS(=O)(=O)c1ccccc1)C(CC)C(=O)NCc1ccco1 (stereo unspecified) do in these assays?
MEKK3 PB1 HTS: 96; MEKK2mut PB1 HTS: 1; NALP1 inh: 29; MEKK2wt PB1 HTS: 94; GPR7 antag: 9; DNA FID counter: -36; M18AAP inhibitor: -12; PHOSPHO1 block: 17; OXTR ag: -0.3

Continuation:
How did COCCN(Cc1cc2cc(C)cc(C)c2nc1Cl)C(=O)Nc1ccccc1 do in these assays?
MEKK3 PB1 HTS: 102; MEKK2mut PB1 HTS: 3; NALP1 inh: 45; MEKK2wt PB1 HTS: 97; GPR7 antag: -9; DNA FID counter: -2; M18AAP inhibitor: -1; PHOSPHO1 block: 11; OXTR ag: -0.4

How did CCC(=O)Nc1cccc(-n2nnnc2SCC(=O)N(C(C)C)C(C)C)c1 do in these assays?
MEKK3 PB1 HTS: 102; MEKK2mut PB1 HTS: 1; NALP1 inh: 19; MEKK2wt PB1 HTS: 108; GPR7 antag: -5; DNA FID counter: -21; M18AAP inhibitor: 1; PHOSPHO1 block: 52; OXTR ag: -0.3

What do the screens show for `CCOC(=O)c1oc2ccccc2c1NC(=O)c1cc(OC)cc(OC)c1`?
MEKK3 PB1 HTS: 98; MEKK2mut PB1 HTS: -1; NALP1 inh: 11; MEKK2wt PB1 HTS: 103; GPR7 antag: -8; DNA FID counter: -2; M18AAP inhibitor: 9; PHOSPHO1 block: -9; OXTR ag: -0.2

Results for COc1cc(-c2nn3c(Cc4ccccc4)nnc3s2)cc(OC)c1OC ?
MEKK3 PB1 HTS: 106; MEKK2mut PB1 HTS: 9; NALP1 inh: 37; MEKK2wt PB1 HTS: 106; GPR7 antag: 0; DNA FID counter: -23; M18AAP inhibitor: -2; PHOSPHO1 block: 77*; OXTR ag: -0.7

Results for Cn1c(=O)[nH]c(Nc2ccccc2)c([N+](=O)[O-])c1=O ?
MEKK3 PB1 HTS: 101; MEKK2mut PB1 HTS: -1; NALP1 inh: 11; MEKK2wt PB1 HTS: 100; GPR7 antag: 1; DNA FID counter: 0; M18AAP inhibitor: -2; PHOSPHO1 block: -21; OXTR ag: -0.2

How did CCN(CCNC(=O)C1CCN(S(=O)(=O)CC)CC1)c1ccccc1 do in these assays?
MEKK3 PB1 HTS: 104; MEKK2mut PB1 HTS: 5; MEKK2wt PB1 HTS: 100; GPR7 antag: 0; DNA FID counter: -4; M18AAP inhibitor: -5; PHOSPHO1 block: 20; OXTR ag: 0.1

How did Cc1nn(C)c(NC(=O)c2ccc(Cl)cc2)c1Cl do in these assays?
MEKK3 PB1 HTS: 101; MEKK2mut PB1 HTS: 1; NALP1 inh: 2; MEKK2wt PB1 HTS: 105; GPR7 antag: 1; DNA FID counter: -1; M18AAP inhibitor: 1; PHOSPHO1 block: 5; OXTR ag: 0.3

How did CC(=O)O/N=C/c1c(NCc2ccccc2)nc2c(C)cccn2c1=O do in these assays?
MEKK3 PB1 HTS: 102; MEKK2mut PB1 HTS: 6; NALP1 inh: 17; MEKK2wt PB1 HTS: 97; GPR7 antag: -10; DNA FID counter: -17; M18AAP inhibitor: -1; PHOSPHO1 block: 24; OXTR ag: -4.0

Results for CCS(=O)(=O)c1ccc2oc(Nc3ccccc3Br)nc2c1 ?
MEKK3 PB1 HTS: 94; MEKK2mut PB1 HTS: -11; NALP1 inh: 5; MEKK2wt PB1 HTS: 95; GPR7 antag: -16; DNA FID counter: -16; M18AAP inhibitor: 4; PHOSPHO1 block: 52; OXTR ag: -0.1

What do the screens show for `CC(C)Nc1c([N+](=O)[O-])c(=O)oc2ccccc12`?
MEKK3 PB1 HTS: 96; MEKK2mut PB1 HTS: -1; NALP1 inh: -28; MEKK2wt PB1 HTS: 101; GPR7 antag: -15; DNA FID counter: -1; M18AAP inhibitor: 4; PHOSPHO1 block: 46; OXTR ag: 0.0

How did CC(=O)NC1=NN(C(C)=O)C(C)(CCS(=O)(=O)c2ccc(Br)cc2)S1 (stereo unspecified) do in these assays?
MEKK3 PB1 HTS: 95; MEKK2mut PB1 HTS: -2; NALP1 inh: 2; MEKK2wt PB1 HTS: 94; GPR7 antag: -8; DNA FID counter: -10; M18AAP inhibitor: -10; PHOSPHO1 block: -3; OXTR ag: 2.5
